Source: PubChem BioAssay
NTR1 agonist – NTR1-driven beta-arrestin-GFP spot formation – imaging, U2OS cells, high content, primary screen (AID 493036); activation, % at 20 µM; 0.17% of 330,000 active; P30989; agonist mode;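 active = activation at or above 40% of the spot to cytoplasm intensity ratio, with at least 20 cells analyzed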;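 also: 0% = DMSO without peptide and 100% = 100 nM NTR1 peptide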
NTR1 agonist cell count 20 µM – also measured in NTR1 agonist; calls as there; cell count; measured here: cell count, cytotoxicity flag
The depositor's hits bear a star. These rows are one share of the data; the hit share may differ from the screen's.

SMILES	NTR1 agonist	NTR1 agonist cell count 20 µM
CC[C@@H]1C(=O)OC[C@@H]1Cc1cncn1C	0.4	60
